Compound activity (PubChem)
Dyrk1A ADPGlo: Dyrk1A (rat) kinase inhibition; ADP-Glo luminescence, NFATc1 peptide; inhibition, % at 12.5 µM; 0.43% of 310,000 active; in the data active = inhibition above about 50%;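 also: plate controls were vehicle with enzyme for no effect and no enzyme for full effect; many of its hits are not listed in these tables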
KCNQ1 act: potentiators or activators of human KCNQ1 potassium channel; P51787; CHO-K1 KCNQ1, thallium flux FluxOR fluorescence; active compounds read high; B-score at 10 µM; 0.35% of 310,000 active;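 active = fluorescence ratio B-score, a plate-corrected score, at least three library SD, with initial intensity B-score within 5 SD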
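System: Stable KCNQ1 CHO-K1 line | Incubation: 90 min dye loading and 20 min compound exposure, both at room temperature | Measure: Ratio B score | Medium: Assay buffer for compound exposure, DMSO matched across wells | Compound dosing: Single-concentration screen | Probe or stimulus: K+/Tl+ depolarizing stimulus | Measured by: Kinetic FluxOR fluorescence, 10 s baseline plus 110 s post-stimulus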
KCNK3 inh: human KCNK3 channel inhibition, primary screen | CHO-KCNK3 thallium flux, FluxOR fluorescence; active compounds read low | B-score at 10 µM | 0.84% of 340,000 active;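 active = B-score under library mean minus 4 SD, starting fluorescence ratio at most library mean plus 5 SD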;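 also: more negative B-score means stronger inhibition of thallium flux through KCNK3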
KCNQ1 inh: blocks the human KCNQ1 potassium channel | P51787 | CHO-K1 KCNQ1, FluxOR thallium flux fluorescence; active compounds read high | B-score at 10 µM | 1.3% of 310,000 active;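 active = compounds whose thallium flux B-score, printed positive for inhibition, exceeds three library SD while starting fluorescence stays within three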;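 also: channel opened by potassium depolarization with thallium stimulus after 20 min compound exposure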
KCNK9 block: inhibitors of human KCNK9 two-pore domain potassium channel; Q9NPC2; HEK293 KCNK9, FluxOR thallium flux fluorescence; active compounds read low; B-score at 10 µM; 1.2% of 310,000 active;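 active = ratio B-score over 3 SD below the library mean, with starting fluorescence within 5 SD of its mean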;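 also: negative B-score means less thallium flux so channel inhibition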
TMEM16A inh: blocks the mouse calcium-activated chloride channel TMEM16A | normalized B-score (activity score, 25-100; higher = stronger inhibition) at 10 µM | AID 588511 | HEK293 TMEM16A/YFP iodide influx fluorescence, ionomycin | Q8BHY3 | 1.2% of 310,000 active;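 active = ratio plate-corrected score three or more library SD toward inhibition, starting fluorescence score within five deviations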;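 also: score derived from kinetic fluorescence span divided by baseline fluorescence per well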
Target sequence (Q8BHY3 whole entry, looked up): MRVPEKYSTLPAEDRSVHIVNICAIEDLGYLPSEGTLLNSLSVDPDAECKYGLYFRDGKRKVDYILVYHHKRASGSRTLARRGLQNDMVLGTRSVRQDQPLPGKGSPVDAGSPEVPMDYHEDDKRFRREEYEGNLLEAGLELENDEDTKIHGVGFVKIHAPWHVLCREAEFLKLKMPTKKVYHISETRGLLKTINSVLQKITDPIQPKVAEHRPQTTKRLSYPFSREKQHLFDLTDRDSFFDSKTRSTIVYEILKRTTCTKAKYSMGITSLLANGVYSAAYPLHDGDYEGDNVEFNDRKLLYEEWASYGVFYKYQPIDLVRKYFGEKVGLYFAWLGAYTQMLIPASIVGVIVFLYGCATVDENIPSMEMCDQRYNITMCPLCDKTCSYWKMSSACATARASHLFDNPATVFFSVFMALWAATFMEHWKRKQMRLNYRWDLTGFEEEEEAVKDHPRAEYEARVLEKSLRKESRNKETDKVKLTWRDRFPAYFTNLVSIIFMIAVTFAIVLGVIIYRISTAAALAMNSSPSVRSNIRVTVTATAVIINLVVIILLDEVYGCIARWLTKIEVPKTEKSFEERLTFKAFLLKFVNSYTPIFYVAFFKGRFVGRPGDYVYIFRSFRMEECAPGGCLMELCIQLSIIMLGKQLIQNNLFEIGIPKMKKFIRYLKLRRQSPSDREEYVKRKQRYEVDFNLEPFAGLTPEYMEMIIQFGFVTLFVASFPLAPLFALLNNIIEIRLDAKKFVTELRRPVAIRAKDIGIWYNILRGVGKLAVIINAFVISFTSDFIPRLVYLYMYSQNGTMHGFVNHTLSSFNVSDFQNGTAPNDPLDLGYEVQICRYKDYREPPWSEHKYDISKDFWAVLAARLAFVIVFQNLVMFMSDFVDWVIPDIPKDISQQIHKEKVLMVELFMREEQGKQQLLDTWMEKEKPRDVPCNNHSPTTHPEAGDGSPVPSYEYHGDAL
hERG rescue: compounds protecting human hERG from proarrhythmic drug block; Q12809; CHO-hERG, FluxOR thallium flux, dofetilide IC70 present; activation (rescue from dofetilide block), less the hit threshold, % at 10 µM; 0.51% of 310,000 active; AID 1511;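 active = activation above the mean of controls blocked by dofetilide plus 5 SD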;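 also: thallium influx through hERG after potassium depolarization seen as dye fluorescence rise; in these data hits start at about 4.7%; inactives centre near -7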
TRPC4 act: opens the mouse TRPC4 cation channel; Q9QUQ5; HEK293 TRPC4beta/mu-opioid, Fluo4 calcium fluorescence; active compounds read high; B-score at 10 µM; 0.49% of 310,000 active; AID 2237;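 active = B-score above 5 SD of library B-scores, and initial fluorescence ratio not above library mean plus 5 SD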;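 also: positive B-score marks a calcium rise read as TRPC4 activation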
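System: HEK293 cells stably co-expressing mouse TRPC4beta and mu-opioid receptor; Schedule: Fluo4 dye loading 45 min at room temperature, 110 s recording; Detection: Fluo4 fluorescence, kinetic; Evaluation: B-scored integrated calcium fluorescence ratio; Controls: buffer (low) and maximal DAMGO (high).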
ANO1 activ: mouse TMEM16A channel activation, primary screen | HEK293 TMEM16A/YFP-H148Q/I152L, iodide quench fluorescence; active compounds read low | B-score at 10 µM | 0.3% of 340,000 active;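 active = fluorescence-ratio B-score plate-corrected deviation score at least 3 library SD below zero, with starting fluorescence score within 5 deviations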;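 also: channel opened by trigger with iodide after compound preincubation; score built on the fluorescence ratio of max minus min over baseline; more negative score means more quench and so TMEM16A activation or potentiation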
HDAC3 inhib: blocks human histone deacetylase 3 | O15379 | recombinant HDAC3, fluorogenic peptide/trypsin coupled, fluorescence | inhibition, % at 8.3 µM | 0.15% of 320,000 active | AID 2718; in the data active = inhibition above about 26%, passing the limit was not always enough
TRPC4 PAM: allosterically enhances the mouse TRPC4 cation channel | B-score at 10 µM | 0.42% of 310,000 active | HEK293 TRPC4beta/mu-opioid, DAMGO EC20, Fluo-4 Ca2+ flux; active compounds read high;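 active = B-score of calcium response area above 5 SD of library B-scores, with initial fluorescence ratio within 5 SD of library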;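 also: B-score of integrated fluorescence ratio over time as area under calcium response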
Starred values were filed as active, the others as inactive; i = inactive; / = no result given. These rows are one share of the data; the hit share may differ from the screen's.

SMILES	Dyrk1A ADPGlo	KCNQ1 act	KCNK3 inh	KCNQ1 inh	KCNK9 block	TMEM16A inh	hERG rescue	TRPC4 act	ANO1 activ	HDAC3 inhib	TRPC4 PAM
CCOc1ccc(NC(=O)C(Cc2ccccc2)NC(=O)C2CCCCC2)cc1 (stereo not given)	0	i	i	i	i	i	-9	i	i	-4	i
COC(=O)c1ccc(-c2sc3nc(N4CCOCC4)c4c(c3c2N)CCCC4)o1	/	i	/	6*	-9.2*	i	-12	i	/	-6	i
COc1ccc2oc(=N)c(C(=O)Nc3ccc(Cl)cc3)cc2c1	-1	i	i	i	i	i	-5	i	i	-7	i
O=C(CSc1ccc(-c2ccncc2)nn1)N1CCN(c2ccccc2)CC1	/	i	i	i	i	i	-12	i	i	3	i
CCOc1cc(N2CCOCC2)c(OCC)cc1NC1=NCCCCC1	4	i	i	i	i	i	-2	i	i	0	i
Cc1c(C(=O)OCc2ccccc2)nnn1-c1nonc1N	-2	i	i	i	i	i	-3	i	i	2	i
O=C1Nc2ccc(Cl)cc2C12OCCCO2	3	i	i	i	i	i	-5	i	i	3	i
Cc1cc(C)n(S(=O)(=O)c2ccc(F)cc2)n1	/	i	i	i	i	i	-1	i	i	1	i
CN(C)S(=O)(=O)c1ccc(Cl)c(NC(=O)COC(=O)CNC(=O)c2ccco2)c1	4	i	i	i	i	i	-5	i	i	-5	i
Cc1ccc(NC(=O)CCNC(=O)c2ccc(Cl)cc2)cc1C	3	i	i	i	i	i	-1	i	i	1	i
O=c1[nH]c(=O)n(C2CCCCCC2)c(O)c1C=NCc1ccc(F)cc1	-2	i	i	i	i	i	-9	i	i	16	i
CCO/C=N/c1c(C#N)c(CC#N)nn1-c1ccccc1	-4	i	i	i	i	i	-17	i	i	-7	i
CC1=C(C(=O)Nc2ccccc2)C(c2cccs2)NC(=O)N1 (stereo not given)	-2	i	i	i	i	i	-8	i	i	-3	i
CCCCC(=O)Nc1cc(NC(=O)CC)ccc1Cl	-9	i	i	i	i	i	-4	i	i	2	i
COc1ccccc1CNC(=O)CCCc1ccccc1	1	i	i	i	i	i	1	i	i	-1	i
O=C(CNC(=O)c1ccc2ccccc2c1)NCc1ccccc1F	2	i	i	i	i	i	-10	i	i	-4	i
Cc1ccc(/C=C/C(=O)Nc2ccncc2)o1	6	i	i	i	i	i	2	i	i	-4	i
Clc1cccc(Cl)c1CSc1nnc(/C=C/c2ccccc2)o1	7	i	i	i	i	i	-11	i	i	4	i
COCCCn1c(SCC(=O)Nc2ccc(C(C)=O)cc2)nc2ccccc2c1=O	1	i	i	i	i	i	-6	i	i	-3	i
O=c1[nH]c2ccccc2cc1-c1nnn(-c2ccccc2)n1	-13	i	i	i	i	i	-3	i	i	4	i
O=[N+]([O-])c1ccccc1/C=N/N1CCN(c2ccccn2)CC1	-7	i	i	i	i	i	-14	i	i	1	i
O=C(COC(=O)c1ccc(-c2ccc([N+](=O)[O-])cc2)o1)NC(=O)NC12CC3CC(CC(C3)C1)C2	-6	i	i	i	i	i	-12	i	i	12	i
CCN(CC(=O)NC(C)C)C(=O)[C@@H](NC(=O)c1ccco1)C(C)C	1	i	i	i	i	i	-10	i	i	5	i
COc1cc(C(=O)Nc2ccc(NC(=O)C3CCCCC3)nc2)cc(OC)c1OC	-5	i	i	i	i	/	-10	i	i	/	i
Cc1cc(C)cc(NC(=O)CSc2cc(C(=O)c3nccn3C)c3ccccc3n2)c1	-8	i	i	i	i	i	-8	i	i	6	i
COc1cccc(N2CCN(C(=O)CCS(=O)(=O)c3ccc4c(c3)oc(=O)n4C)CC2)c1	-3	i	i	i	i	i	-2	i	i	5	i
COc1ccccc1C(=O)OCCCN=C1NS(=O)(=O)c2ccccc21	1	i	i	i	i	i	-9	i	i	1	i
O=C(Nc1ccnn1C1CCN(C(=O)c2ccc(Cl)c(F)c2)CC1)C1CCOC1 (stereo not given)	1	i	i	i	i	i	-7	i	i	8	i
COc1ccc(N2CCOCC2)c(NC(=O)c2ccco2)c1	6	i	i	i	i	i	-7	i	i	0	i
Cc1noc(C)c1C(=O)OCC(=O)/C=C1\N(C)c2ccccc2C1(C)C	2	i	i	i	i	i	-12	i	i	-2	i
CCOc1ccc(NS(=O)(=O)c2ccc3[nH]c(=O)oc3c2)cc1	-2	i	i	i	i	i	-7	i	i	0	i
Cc1cccc(OCC(=O)O/N=C(\N)Cc2ccc(Cl)cc2)c1	1	i	i	i	i	i	-5	i	i	0	i
CC(=O)c1ccc(NC(=O)CCc2c(C)nc3ncnn3c2C)cc1	6	i	i	i	i	/	-7	i	i	/	i
CC(C)[C@H](Nc1ccc(C(F)(F)F)cc1[N+](=O)[O-])C(=O)O	3	i	i	i	i	i	-9	i	i	-1	i
CCOC(=O)c1c(C)nn(-c2ccc(NC(=O)CSCC(=O)O)cc2)c1C	-9	i	i	i	i	i	-4	i	i	-8	i
O=C(CN1CCC(NC(=O)Nc2ccccc2)CC1)Nc1ccc([N+](=O)[O-])cc1	-3	i	i	i	i	i	-9	i	i	-2	i
O=C(OC(C(=O)NCc1ccc2c(c1)OCO2)c1ccccc1F)c1ccco1 (stereo not given)	-2	i	i	i	i	i	-5	i	i	8	i
CCN1CCN(c2ccc(S(=O)(=O)N3CCOCC3)cc2NC(=O)COc2ccc(F)cc2Cl)CC1	-8	i	i	i	i	i	-5	i	i	-9	i
Cn1nnc(NC(=O)c2cccs2)n1	0	i	i	i	i	i	1	i	i	3	i
O=S(=O)(Nc1cccc(-n2cnnn2)c1)c1ccccc1C(F)(F)F	2	i	i	i	i	i	-2	i	i	-2	i
CC1CC(C)CN(C(=O)Cn2nnc(-c3ccc(Br)cc3)n2)C1 (stereo not given)	1	i	i	i	i	i	-2	i	i	1	i
COc1ccc2oc(C(=O)OCC(=O)N3CCN(C(C)=O)CC3)c(C)c2c1	19	i	i	i	i	i	-14	i	i	-28	i
Cc1cccc(C)c1NC(=O)CN1CCNCC1	4	i	i	i	i	i	-5	i	i	-9	i
CCOc1ccc(/C=C(\C#N)C(=O)NCC2CCCO2)cc1OCC (stereo not given)	2	i	i	i	i	i	-11	i	i	7	i
CCOc1ccc(C(=O)NCC2CCN(CC3CCCCC3)CC2)cc1	3	i	i	i	i	/	-7	i	i	/	i
Cc1ccc(NC(=O)c2cncc(Br)c2)nc1	13	i	i	i	i	i	-8	i	i	3	i
COc1ccc(C(=O)NCCSCc2ccc(Cl)cc2)cc1OC	-1	i	i	i	i	i	-17	i	i	0	i
COc1ccccc1C(=O)NC(=O)COC(=O)c1ccc(Cl)cc1[N+](=O)[O-]	-1	i	i	i	i	i	-12	i	i	0	i
Cc1ccc(OCC(=O)NNC(=O)Nc2ccc(Cl)cc2)c(Br)c1	0	i	i	i	i	i	-8	i	i	0	i
COc1ccc(NC(=O)C2CCC(CNc3c(N4CCOCC4)c(=O)c3=O)CC2)cc1Cl (stereo not given)	5	i	i	i	i	i	-7	i	i	6	i
CCC(C)(C)c1nnc(NC(=O)c2cccc([N+](=O)[O-])c2)s1	-4	i	i	i	i	i	-10	i	i	8	i
CCCCn1c(N)c(N(CC(C)C)C(=O)Cn2c(=O)oc3ccccc32)c(=O)[nH]c1=O	-3	i	i	i	i	i	-17	i	i	2	i
Cc1cc(OCC(=O)OCC(=O)NCc2ccco2)ccc1Cl	-9	i	i	i	i	i	-10	i	i	1	i
COC(=O)N/N=C/c1cc(N=Nc2ccccc2Cl)ccc1O	-3	i	i	i	-7.9*	i	-10	i	i	-6	i
Clc1c(-c2nnc3n2CCCCC3)sc2ccccc12	6	i	i	i	i	i	-15	i	i	-5	i
Cc1c(Cl)cccc1NC(=O)NCc1ccc(F)cc1	/	i	i	i	i	i	-11	i	i	-7	i
N#Cc1c(Cc2cccc3ccccc23)nn(CCO)c1N	/	i	i	i	i	i	-2	i	i	8	i
Cc1nc2c(sc(=S)n2Cc2ccco2)c(=O)n1CC(=O)Nc1ccccc1	3	i	i	i	i	i	-11	i	i	-5	i
CC1(C)C=C(c2ccc(C=O)s2)CC(C)(C)N1	4	i	i	i	i	i	-11	i	i	9	i
C=CCNC(=O)COc1c(C)ccc(C)c1C	/	i	i	i	i	i	-6	i	i	-1	i
New compounds follow
SMILES	Dyrk1A ADPGlo	KCNQ1 act	KCNK3 inh	KCNQ1 inh	KCNK9 block	TMEM16A inh	hERG rescue	TRPC4 act	ANO1 activ	HDAC3 inhib	TRPC4 PAM
CC(=C/c1ccccc1)/C=N/n1c(-c2ccncc2)n[nH]c1=S	22	i	i	i	i	i	-12	i	i	3	15*
COc1ccc(C(=O)N2CCc3ccc(NC(=O)c4ccccn4)cc3C2)cc1F	2	i	i	i	i	/	-7	i	i	/	i
O=C(NC1CCCC1)C1CCC(CNS(=O)(=O)c2ccc(F)cc2)CC1 (stereo not given)	2	i	i	i	i	i	-7	i	i	2	i
Cn1cc(CNC(=O)C2CCC(=O)N(Cc3cccc(C(F)(F)F)c3)C2)cn1 (stereo not given)	-3	i	i	i	i	i	0	i	i	-1	i
COc1ccc(/C=c2\s/c(=C/C(=O)c3ccc(C)cc3)[nH]c2=O)c(OC)c1	-3	i	i	i	i	i	-8	i	i	-2	i
Cc1ccc(S(=O)(=O)n2nc(OC(=O)c3ccccc3C)cc2N)cc1	5	i	-15*	i	-18*	i	-2	i	i	5	i
COc1ccc2[nH]c3c(=O)n(CCCC(=O)NC4CCCCC4C)c(=S)[nH]c3c2c1 (stereo not given)	-1	i	i	i	i	i	-4	i	i	1	i
COc1ccc(-c2ccc(SCC(=O)c3cccs3)nn2)cc1OC	/	i	i	i	i	i	-10	i	i	-7	i
Cc1ccc(N2CN(Cc3ccco3)CNC2=S)c(C)c1	-2	i	i	i	i	i	-9	i	i	-3	i
O=C(N/N=C/c1cc(Br)c(Br)o1)c1cccnc1	-4	i	i	i	i	i	-1	i	i	5	i

Record cards, as listed above.
Record of `Cc1ccc(N2CN(Cc3ccco3)CNC2=S)c(C)c1` = Dyrk1A ADPGlo = -2; KCNQ1 act = i; KCNK3 inh = i; KCNQ1 inh = i; KCNK9 block = i; TMEM16A inh = i; hERG rescue = -9; TRPC4 act = i; ANO1 activ = i; HDAC3 inhib = -3; TRPC4 PAM = i
Record of `COc1ccc2[nH]c3c(=O)n(CCCC(=O)NC4CCCCC4C)c(=S)[nH]c3c2c1` (stereo not given) = Dyrk1A ADPGlo = -1; KCNQ1 act = i; KCNK3 inh = i; KCNQ1 inh = i; KCNK9 block = i; TMEM16A inh = i; hERG rescue = -4; TRPC4 act = i; ANO1 activ = i; HDAC3 inhib = 1; TRPC4 PAM = i
